Screening data (PubChem BioAssay)
APJ agonist = agonists of human APJ apelin receptor; P35414; CHO-K1 APJ PathHunter beta-arrestin, luminescence; 0% DMSO wells, 100% apelin; activation, % at 20 µM; 330,000 compounds, 0.11% hits; AID 2520;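 active = activation more than six SD over the plate average, tested at 20 µM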;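 note: 0% = DMSO alone and 100% = apelin-13 at 10 nM; some results filed as inactive read as strong as hits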
Target sequence (P35414 whole entry, looked up): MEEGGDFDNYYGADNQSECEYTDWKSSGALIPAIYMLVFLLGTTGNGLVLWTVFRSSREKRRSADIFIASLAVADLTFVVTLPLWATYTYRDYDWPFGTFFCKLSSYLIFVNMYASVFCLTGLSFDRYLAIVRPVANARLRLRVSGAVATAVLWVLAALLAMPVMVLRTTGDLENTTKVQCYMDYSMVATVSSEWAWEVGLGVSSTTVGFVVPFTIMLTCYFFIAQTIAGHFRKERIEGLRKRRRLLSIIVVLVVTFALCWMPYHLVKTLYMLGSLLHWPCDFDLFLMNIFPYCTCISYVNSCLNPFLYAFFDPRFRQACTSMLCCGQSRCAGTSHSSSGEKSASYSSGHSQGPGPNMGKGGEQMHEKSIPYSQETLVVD
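Test system: CHO-K1 APJ beta-arrestin complementation cell line. Amount: cell density 1000 per well. Controls: DMSO negative, 10 nM Apelin-13 positive. Signal: luminescent beta-gal fragment complementation, chemiluminescent substrate. Read-out basis: agonist-driven arrestin binding to APJ. Timing: compound stimulation 90 min at 25 °C, detection 60 min.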
tim23-1 inh = growth inhibitors of tim23-1 mutant yeast. S. cerevisiae tim23-1 growth, BacTiter-Glo luminescence, 24 h. inhibition, % at 20 µM. 330,000 compounds, 1.3% hits;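 active = growth inhibition of the mutant yeast at or above 50%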;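 note: temperature-sensitive mutant grown at 25 °C; plate controls were DMSO-treated mutant yeast for no effect and medium wells lacking yeast for full effect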
UPR XBP1 act = adaptive UPR (XBP1) activation; CHO-XBP1 luciferase reporter, IRE1-XBP1 UPR activation, luminescence; percent of tunicamycin response, DMSO as zero; activation, % at 20 µM; 330,000 compounds, 0.33% hits;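 active = versus positive control, 20 µM dose yields 30% or more activation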;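 note: 100% = tunicamycin at 10 µg/mL and 0% = DMSO only wells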
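Material: CHO cell line with stable XBP1 luciferase reporter; schedule: 16-18 h cell attachment at 37 °C, then 6 h compound exposure; signal: glow luminescence from Steady-Glo reagent; medium: serum-containing F12 medium, 10% FBS; benchmarks: tunicamycin 10 µg/mL and vehicle-only wells; read-out: percent activation relative to tunicamycin reference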
tim10-1 inh = inhibits growth of tim10-1 mutant yeast. S. cerevisiae tim10-1 ts strain growth, BacTiter-Glo, 24 h. inhibition, % at 20 µM. 330,000 compounds, 2.2% hits. AID 463190;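 active = inhibition of at least 40%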;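 note: mutant grown at 25 °C; 0% = DMSO wells with yeast and 100% = wells holding no yeast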
Mdm2 MdmX PPI = disrupts the human Mdm2-MdmX interaction | O15151+Q00987 | SaOS-2 split-luciferase Mdm2/MdmX complementation, luminescence | inhibition, % at 8 µM | 330,000 compounds, 3% hits | AID 485346;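 active = inhibition of at least 50% at 8 µM in the primary screen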
CXCR6 inh = CXCR6 (human) receptor inhibition. inhibition, % at 20 µM. CHO-K1 PathHunter CXCR6 beta-arrestin, luminescence. O00574. 360,000 compounds, 0.36% hits; in the data active = inhibition above about 34%, passing the limit was not always enough;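 note: antagonist mode with CXCL16 agonist at 10 nM final; 0% = 10 nM CXCL16 with DMSO and 100% = unstimulated wells without agonist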
Target sequence (O00574 whole entry, looked up): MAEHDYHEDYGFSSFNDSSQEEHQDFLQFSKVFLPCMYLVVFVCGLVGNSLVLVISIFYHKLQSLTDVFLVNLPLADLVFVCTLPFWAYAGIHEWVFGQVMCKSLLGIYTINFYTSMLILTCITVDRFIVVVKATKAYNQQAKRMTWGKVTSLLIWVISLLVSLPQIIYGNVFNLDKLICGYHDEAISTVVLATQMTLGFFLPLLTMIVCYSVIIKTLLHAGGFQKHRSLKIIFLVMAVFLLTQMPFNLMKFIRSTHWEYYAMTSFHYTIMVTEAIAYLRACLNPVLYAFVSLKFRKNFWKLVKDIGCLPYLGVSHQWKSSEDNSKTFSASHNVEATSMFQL
APJ antag = blocks the human apelin receptor APJ | CHO-K1 APJ beta-arrestin complementation, luminescence | inhibition, % at 20 µM | 330,000 compounds, 0.32% hits | AID 2521;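 active = inhibition above about 40% at 20 µM, limit read from the data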;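 note: cells challenged with 10 nM apelin-13 agonist together with compound; plate controls were apelin-13 plus DMSO wells for no effect and DMSO wells lacking apelin-13 for full effect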
TIM10 inh = inhibits growth of TIM10 yeast strain; S. cerevisiae TIM10 strain growth, BacTiter-Glo luminescence, 24 h; inhibition, % at 10 µM; 330,000 compounds, 1.4% hits;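 active = inhibition of 40% or more at the single tested concentration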;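 note: wild-type TIM10 isogenic control strain grown at permissive 25 °C; 0% = DMSO yeast wells and 100% = minimal medium wells without yeast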
UPR CHOP act = activators of apoptotic arm of unfolded protein response (CHOP); CHO-CHOP luciferase reporter, UPR activation, luminescence; percent of tunicamycin response over DMSO baseline; activation, % at 10 µM; 330,000 compounds, 0.34% hits; AID 449763;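 active = at 10 µM dose, activation of 40% or more, normalized to positive control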;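 note: 100% = tunicamycin at 10 µg/mL and 0% = DMSO alone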
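measured by = luciferase luminescence | assay system = CHO-CHOP cells, stable luciferase reporter of PERK-eIF2a-CHOP signalling | amount = 500 reporter cells seeded per well | timing = 6 h compound exposure at 37 °C after overnight seeding | controls = positive tunicamycin 10 µg/mL, negative DMSO alone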
The depositor's hits bear a star. Only part of the results is shown; the hit share may differ from the screen's.

SMILES	APJ agonist	tim23-1 inh	UPR XBP1 act	tim10-1 inh	Mdm2 MdmX PPI	CXCR6 inh	APJ antag	TIM10 inh	UPR CHOP act
COc1ccc(C(=O)N[C@H](C(=O)NCCCSc2ccccc2)C(C)C)cc1	-3.0	2.9	-4.2	-9.7	19.5	-0.8	4.6	-7.1	0.4
CCCCC1=CC2=C(c3ccco3)C(=O)C(C)(OC(=O)c3ccc(OC)cc3)C(=O)C2=CN1CCCN(CC)CC (configuration not stated)	11.6	12.5	-1.4	5.0	31.7	-4.4	-18.5	11.1	-2.3
Cc1nc2ccccc2cc1C(=O)NCc1ccc(F)cc1	-0.5	-2.3	0.7	-3.3	18.7	-9.2	-9.4	-10.0	-0.2
Cc1ccc(C(=O)N[C@H](C(=O)OCC(=O)NC2CCS(=O)(=O)C2)C(C)C)cc1 (some centres not stated)	-1.0	0.5	-0.6	-10.9	-8.6	-3.1	-18.3	-6.1	-1.3
CC(=O)Nc1ccc(S(=O)(=O)NC(CC(=O)O)c2ccc(C)cc2)cc1 (configuration not stated)	-5.1	7.1	-2.8	4.2	5.6	-0.8	-1.6	-1.7	-0.5
O=C(CCCCC(=O)Nc1ccc(F)cc1)Nc1ccc(F)cc1	-0.1	-10.7	-2.6	-40.6	-3.3	-3.7	14.6	-16.5	-1.8
CCC(C)[C@H](NS(=O)(=O)c1ccc(C)cc1)C(=O)N1CCC(C(=O)N2CCC(C(=O)OC)CC2)CC1 (some centres not stated)	-0.1	5.1	-1.9	15.8	3.5	9.2	-19.3	1.5	-2.5
CN1CCN(C(=O)c2cnn3c(C(F)(F)F)cc(-c4ccc5c(c4)OCO5)nc23)CC1	-0.8	10.7	-1.3	5.0	5.3	-1.2	-12.0	-1.5	-1.9
CCN(CC)c1ccc(C=Nc2ccc(C)cc2)c(O)c1	2.5	7.8	1.9	21.0	3.1	-7.2	5.2	10.1	2.7
CCC1(c2ccccc2)NC(=O)N(CC(=O)NCCN2C(=O)S/C(=C\c3cccnc3)C2=O)C1=O (configuration not stated)	4.2	11.1	1.6	3.8	-5.6	-3.9	-8.5	10.8	0.9
COc1ccc(C(=O)NNC(=O)C(NC(=O)c2ccccc2NC(=O)c2ccco2)C(C)C)cc1 (configuration not stated)	1.3	-7.5	-1.6	12.8	-24.6	-1.7	12.6	-4.9	0.5
Nc1cc(Cl)nc(N/N=C/c2c(O)ccc3ccccc23)n1	-3.6	66.1*	3.2	49.8*	-48.5	12.5	-5.6	44.5*	3.0
CCn1nnnc1SCC(=O)c1cc(Cl)ccc1OC	-2.3	26.3	-3.5	21.3	-3.7	3.7	12.5	25.4	2.4
Cc1ccc(/C=C(/C#N)C(=O)NC(C)c2ccccc2)o1 (configuration not stated)	0.4	9.8	0.9	2.1	-12.9	11.2	4.0	-8.0	1.5
CCOC(=O)c1cnc(-n2nc(C)cc2C)nc1N(C)C	0.8	17.1	-2.8	12.4	-12.1	9.1	-3.3	-3.4	-0.1
Cc1ccc(S(=O)(=O)NNC(=O)c2ccncc2)cc1[N+](=O)[O-]	5.0	2.0	-3.5	6.9	0.9	-0.4	-38.3	6.3	-0.1
O=C(NNC(=S)Nc1cccc(C(F)(F)F)c1)c1cccc(Cl)c1	-0.6	41.4	2.0	50.1*	38.5	8.0	4.7	35.6	1.4
Cc1ccc(NC(=O)CN2CCN(CCN=CC3=C(O)CC(c4ccc(C)cc4)CC3=O)CC2)cc1 (configuration not stated)	1.8	12.3	0.4	15.3	9.6	1.1	7.4	6.4	-0.4
Cc1ccccc1Nc1nc(N)nc(CN2CCN(Cc3ccc4c(c3)OCO4)CC2)n1	-0.6	-4.8	-1.6	8.7	13.3	3.0	22.0	-5.2	0.5
Cc1ccc(C(=O)NC(=S)N2CCN(C)CC2)cc1	-1.4	11.3	5.1	7.7	-16.5	-0.5	-10.8	3.5	0.6
C/C(=N\NC(=O)c1ccncc1)c1cccc(NC(=O)c2ccc(Cl)s2)c1	1.2	14.1	-2.1	2.5	19.7	-6.0	1.6	-9.9	0.7
CCn1cc(CN2CCC(n3nccc3NC(=O)c3ccc4c(c3)OCO4)CC2)c(C)n1	-3.9	-1.3	-4.0	2.2	-12.3	-2.0	-9.7	-5.4	0.4
CC(=O)Nc1ccc(NC(=O)C(C)OC(=O)/C=C/c2cnc3ccccc3n2)cc1 (configuration not stated)	-1.8	-4.1	-1.9	4.1	23.0	-9.1	-8.9	1.9	1.4
Cc1cccc(C(=O)OCCN2CCOCC2)c1	-2.7	-6.2	-0.5	-16.9	-5.8	0.3	-17.1	-8.8	1.9

Copied from the listing (7 entries):
SMILES	APJ agonist	tim23-1 inh	UPR XBP1 act	tim10-1 inh	Mdm2 MdmX PPI	CXCR6 inh	APJ antag	TIM10 inh	UPR CHOP act
Cc1ccc(NC(=O)CN2CCN(CCN=CC3=C(O)CC(c4ccc(C)cc4)CC3=O)CC2)cc1 (configuration not stated)	1.8	12.3	0.4	15.3	9.6	1.1	7.4	6.4	-0.4
Cc1ccccc1Nc1nc(N)nc(CN2CCN(Cc3ccc4c(c3)OCO4)CC2)n1	-0.6	-4.8	-1.6	8.7	13.3	3.0	22.0	-5.2	0.5
Cc1ccc(C(=O)NC(=S)N2CCN(C)CC2)cc1	-1.4	11.3	5.1	7.7	-16.5	-0.5	-10.8	3.5	0.6
C/C(=N\NC(=O)c1ccncc1)c1cccc(NC(=O)c2ccc(Cl)s2)c1	1.2	14.1	-2.1	2.5	19.7	-6.0	1.6	-9.9	0.7
CCn1cc(CN2CCC(n3nccc3NC(=O)c3ccc4c(c3)OCO4)CC2)c(C)n1	-3.9	-1.3	-4.0	2.2	-12.3	-2.0	-9.7	-5.4	0.4
CC(=O)Nc1ccc(NC(=O)C(C)OC(=O)/C=C/c2cnc3ccccc3n2)cc1 (configuration not stated)	-1.8	-4.1	-1.9	4.1	23.0	-9.1	-8.9	1.9	1.4
Cc1cccc(C(=O)OCCN2CCOCC2)c1	-2.7	-6.2	-0.5	-16.9	-5.8	0.3	-17.1	-8.8	1.9

Going on with the list.
SMILES	APJ agonist	tim23-1 inh	UPR XBP1 act	tim10-1 inh	Mdm2 MdmX PPI	CXCR6 inh	APJ antag	TIM10 inh	UPR CHOP act
CCc1cc(=O)oc2cc(O[C@@H]3O[C@H](CO)[C@@H](O)[C@H](O)[C@H]3O)c(Cl)cc12	0.2	-4.2	-6.6	-14.9	11.1	-5.5	11.9	0.8	1.1
CCOCCCn1c(=S)[nH]c2cc(C(=O)NCC(OC)OC)ccc2c1=O	-1.9	17.8	-0.5	-3.9	11.5	6.1	-1.4	-4.6	-0.8
O=C(NCC(=O)N1CCN(C/C=C/c2ccccc2)CC1)c1ccc(OC(F)F)cc1	-2.5	-7.5	-2.5	-5.8	-4.7	0.3	-15.2	-9.8	-0.2
COc1cc(/C=N/NC(=O)c2cc(-c3cccc(OC(C)C)c3)nc3ccccc23)ccc1O	3.9	17.6	1.0	17.8	87.9*	5.0	-9.1	5.0	11.2
Cc1ccc(CSc2nnc(NC(=O)Cn3cnc4ccccc4c3=O)s2)cc1	-2.0	-7.7	4.7	-6.3	6.1	0.2	-1.2	7.5	0.8
O=C(c1cccnc1)N1CCN(Cc2ccc3c(c2)OCO3)CC1	-2.4	20.9	-0.4	8.4	12.9	-1.7	8.3	-1.3	-0.4
CCCCN(CC)Cc1ccc(CNC(=O)Nc2ccc(OC)cc2OC)o1	-2.3	2.4	-4.0	2.1	-3.5	3.1	6.4	2.7	-0.5
CC(=O)N/C(=C\c1ccccc1)C(=O)Nc1ccc(O)cc1	1.8	12.1	-0.7	19.4	11.9	-4.5	-17.0	0.3	0.0
O=C(NCCC1CCCCN1S(=O)(=O)c1cccs1)C(=O)Nc1ccc(F)cc1F (configuration not stated)	-1.1	25.3	-2.3	7.6	27.9	6.7	-24.2	0.3	1.7
CCOc1ccc2nc(Cl)c(C3CC(c4ccccc4)=NN3C(=O)c3cccs3)cc2c1 (configuration not stated)	-3.4	-0.8	51.3*	16.3	95.0*	7.0	11.4	8.4	85.3*
CSC(=NC#N)N1CCN(c2ccccn2)CC1	-3.5	2.9	0.2	6.4	13.2	1.2	9.8	3.6	0.3
CC1CCCCC1NS(=O)(=O)c1ccc2c(c1)CC(=O)N2C (configuration not stated)	-1.4	8.3	-4.1	3.3	20.1	-2.3	5.3	10.5	1.7

Given as comma-separated lines: entries from further up.
smiles,APJ agonist,tim23-1 inh,UPR XBP1 act,tim10-1 inh,Mdm2 MdmX PPI,CXCR6 inh,APJ antag,TIM10 inh,UPR CHOP act
CC(=O)N/C(=C\c1ccccc1)C(=O)Nc1ccc(O)cc1,1.8,12.1,-0.7,19.4,11.9,-4.5,-17.0,0.3,0.0
O=C(NCCC1CCCCN1S(=O)(=O)c1cccs1)C(=O)Nc1ccc(F)cc1F (configuration not stated),-1.1,25.3,-2.3,7.6,27.9,6.7,-24.2,0.3,1.7

Remaining list, next part:
SMILES	APJ agonist	tim23-1 inh	UPR XBP1 act	tim10-1 inh	Mdm2 MdmX PPI	CXCR6 inh	APJ antag	TIM10 inh	UPR CHOP act
Cc1ccc(S(=O)(=O)N(C)CC(=O)NNC(=O)CCNS(=O)(=O)c2cccc(C)c2)cc1	-1.7	-5.5	-1.1	-6.3	14.4	-5.2	0.8	2.1	-0.9
Cc1ccc(S(=O)(=O)/C(C#N)=C/c2c[nH]c3ccccc23)cc1	2.0	34.8	2.2	49.4*	8.0	-4.7	-22.8	29.8	-1.1
S=c1[nH]nc(-c2ccccc2)n1/N=C/c1cccc(Br)c1	-3.4	30.9	-2.1	36.4	-4.1	-0.7	17.0	27.8	0.7
C/C(=N/NC(=O)CCCOc1ccc(Cl)cc1Cl)c1ccc(C)o1	-1.7	-3.1	0.9	-6.0	24.9	-11.3	-0.1	-6.4	-0.6
CCOc1cc(/C=C2\C(=O)N(c3ccc(C(N)=O)cc3)N=C2C)ccc1OC(=O)c1cccs1	-4.1	9.4	0.4	17.5	31.5	17.0	9.4	13.7	0.4
Nc1nc(CSC(=S)N2CCCCC2)nc(Nc2ccccc2)n1	1.2	32.6	4.1	33.7	-15.6	-3.6	-2.4	32.5	7.7
Cc1noc(C)c1COc1ccc(C(=O)NCc2ccccn2)cc1	-2.4	9.4	-0.2	10.4	2.8	-10.1	2.5	1.6	1.1
O=C(CSc1ccc(Cl)cc1)N1CCN(c2c(Cl)cccc2[N+](=O)[O-])CC1	-2.9	6.3	-3.3	7.0	-12.3	16.7	11.7	-5.7	3.8
